DAX1 inh-1 – DAX1 (NR0B1) inhibition, primary screen; HEK293T StAR-luciferase reporter, SF-1/DAX-1 repression relief; inhibition, % at 6.8 µM; AID 652010; 370,000 compounds, 1.1% hits;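 active = inhibition above the mean over all tested compounds plus 3 SD, cut at about 3.6% in these data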;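 also: 0% = DAX-1 cells with DMSO and 100% = cells lacking DAX-1 with DMSO; higher inhibition means more luminescence from relief of DAX-1 repression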
hgDAF-12 ag – agonists of H. glycines DAF-12 nuclear receptor | 370,000 compounds, 1.8% hits | activation, % at 6.8 µM | HEK293 GAL4-hgDAF12 UAS-luciferase reporter, agonist luminescence; normalized to butyrate control | AID 687014;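 active = activation above a cutoff set at the mean of all screened compounds plus 3 SD, cut at about 10% in these data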;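 also: 0% = DMSO wells and 100% = sodium butyrate wells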
ssDAF12 agonist – activates DAF-12 receptor from parasite S. stercoralis; AID 652126; 370,000 compounds, 1% hits; HEK293 ssDAF-12/GRIP1 lit1-tk-luc reporter, luminescence; % of 3 µM dafachronic acid response; activation, % at 6.8 µM;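 active = activation above the mean over all tested compounds plus 3 SD, cut at about 0.9% in these data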;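 also: 0% = DMSO-only wells and 100% = 3 µM delta7-dafachronic acid wells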
SMARCA2 act – increases SMARCA2 function in MMTV reporter cells | 370,000 compounds, 1% hits | activation, % at 9.1 µM | MG213 cells, MMTV-luciferase reporter, dexamethasone, overnight; in the data active = activation above about 7.8%;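 also: 0% = vehicle wells and 100% = reference activator wells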
hcDAF-12 act – activates DAF-12 receptor from parasite H. contortus; HEK293 hcDAF-12 lit1-tk-luc reporter, luminescence; 0% DMSO, 100% Δ7-dafachronic acid; activation, % at 6.8 µM; 370,000 compounds, 1.4% hits;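 active = activation above the mean of all tested compounds plus 3 SD, cut at about 5.5% in these data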;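 also: 100% = response to 3 µM Δ7-dafachronic acid high control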
ADAM17 inh – inhibits human ADAM17; AID 720648; recombinant ADAM17, EDANS/DABCYL FRET peptide cleavage; P78536; 370,000 compounds, 0.83% hits; inhibition, % at 6.95 µM;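 active = inhibition above the mean of compounds lying between control limits plus 3 SD, set per campaign, cut at about 8.5% in these data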;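 also: 0% = DMSO-only wells as the low control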
GAA850 FXN act – frataxin GAA850 promoter activation | HEK293 lucGAA850 FXN promoter luciferase reporter, 24 h; percent of 10 µM SAHA response | activation, % at 6 µM | 360,000 compounds, 0.56% hits;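 active = activation above the average of all compounds screened plus 3 SD, cutoff fixed separately per campaign, cut at about 7.5% in these data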;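 also: 0% = DMSO wells and 100% = 10 µM SAHA wells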
DAX1 inh-2 – NR0B1 (DAX1) inhibition | AID 504766 | inhibition, % at 6.75 µM | HEK293 Gal4-DAX1 luciferase reporter, luminescence | P51843 | 340,000 compounds, 0.99% hits;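 active = inhibition above the mean over all tested compounds plus 3 SD, cut at about 4.2% in these data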;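 also: 0% = DAX1-transfected cells with DMSO and 100% = empty-vector control cells with DMSO; inhibition shows as a rise in luminescence from relieved DAX1 repression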
ADAM10 inh – inhibits human ADAM10; 370,000 compounds, 0.62% hits; AID 720582; inhibition, % at 7 µM; recombinant ADAM10, EDANS/DABCYL FRET peptide cleavage, 3 h; O14672;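 active = inhibition above a per-campaign cutoff equal to the mean of compounds falling between control-based bounds plus 3 SD, cut at about 20% in these data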;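 also: 0% = DMSO wells while the 100% control is not disclosed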
GC-A act – GC-A (human) enzyme activation | P16066 | HEK293 GC-A cells, cGMP TR-FRET, EC30 ANP; 0% at EC30 ANP, 100% saturating ANP | activation, % at 10 µM | 370,000 compounds, 0.14% hits; in the data active = activation above about 40%
Target sequence (P16066 whole entry, looked up): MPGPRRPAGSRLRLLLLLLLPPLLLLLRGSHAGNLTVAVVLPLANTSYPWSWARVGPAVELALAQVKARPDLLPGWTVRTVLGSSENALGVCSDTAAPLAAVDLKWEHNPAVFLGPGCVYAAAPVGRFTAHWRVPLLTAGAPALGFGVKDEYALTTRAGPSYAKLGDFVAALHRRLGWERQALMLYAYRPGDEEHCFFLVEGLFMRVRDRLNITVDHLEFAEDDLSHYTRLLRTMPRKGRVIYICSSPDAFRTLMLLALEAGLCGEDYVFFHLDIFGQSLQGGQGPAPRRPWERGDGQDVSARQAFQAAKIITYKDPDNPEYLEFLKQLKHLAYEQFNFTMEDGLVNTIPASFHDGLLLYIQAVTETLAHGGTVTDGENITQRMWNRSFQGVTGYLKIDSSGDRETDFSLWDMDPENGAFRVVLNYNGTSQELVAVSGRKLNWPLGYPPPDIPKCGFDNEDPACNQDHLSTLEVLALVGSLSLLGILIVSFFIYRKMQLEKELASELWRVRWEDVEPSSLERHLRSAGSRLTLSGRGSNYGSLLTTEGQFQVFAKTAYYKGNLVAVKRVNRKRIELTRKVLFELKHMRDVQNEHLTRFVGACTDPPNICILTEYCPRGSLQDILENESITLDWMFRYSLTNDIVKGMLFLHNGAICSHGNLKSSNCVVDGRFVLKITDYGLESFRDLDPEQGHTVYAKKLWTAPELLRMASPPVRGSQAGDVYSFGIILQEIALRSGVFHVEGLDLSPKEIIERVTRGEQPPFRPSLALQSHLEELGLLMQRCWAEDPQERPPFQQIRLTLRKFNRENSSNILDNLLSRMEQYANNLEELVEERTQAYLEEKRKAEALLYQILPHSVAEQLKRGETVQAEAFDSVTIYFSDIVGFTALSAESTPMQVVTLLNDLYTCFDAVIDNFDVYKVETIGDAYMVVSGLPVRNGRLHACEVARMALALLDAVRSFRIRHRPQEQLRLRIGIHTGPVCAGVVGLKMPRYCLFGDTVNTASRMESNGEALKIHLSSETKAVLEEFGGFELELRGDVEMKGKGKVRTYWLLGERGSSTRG
PG9 Ab binder – binds the HIV-1 gp120 antibody PG9 | TR-FRET gp120-PG9 antibody binding | inhibition, % at 6.7 µM | 360,000 compounds, 0.43% hits; in the data active = inhibition above about 8.5%
Numbers without * were called inactive; i = inactive; · = not tested or not shown. Random draw from the library; about 6.8% have a hit in one of these screens.

SMILES	DAX1 inh-1	hgDAF-12 ag	ssDAF12 agonist	SMARCA2 act	hcDAF-12 act	ADAM17 inh	GAA850 FXN act	DAX1 inh-2	ADAM10 inh	GC-A act	PG9 Ab binder
O=S1(=O)CC(O)C(N=Nc2c(O)n(Cc3ccccc3)c3ccccc23)C1 (centres undefined)	0.1	1.3	-1.4	0	-0.7	-2	-0.4	-0.3	-7	2	-0.7
N#CC(=Nc1ccccc1)c1ccccc1	-0.7	-0.4	-1.2	0	-0.8	-4	-0.7	0.7	-7	1	-1.5
Fc1ccc(C2CC(c3ccco3)=Nc3ccccc3S2)cc1 (centres undefined)	-0.9	1.0	-0.5	5	1.9	1	1.8	7.0*	-2	-6	-0.3
O=c1[nH]c(=S)[nH]nc1Cc1ccc(Cl)c(Cl)c1	-0.1	0.7	-0.9	1	-0.7	0	0.1	1.0	7	-3	0.2
Cn1c(=O)c(-c2ccccc2)c(O)c2ccccc21	0.9	-0.4	-1.7	1	1.3	-3	2.3	0.1	-7	1	-2.7
O=C1N(C2CCCC2)C[C@@H]2C[C@@H](c3cccn3-c3nccs3)N3CCC[C@@]123	-0.1	-1.3	-1.2	-1	-1.3	-1	-0.3	2.5	-2	0	1.4
CSc1ccc(OC2(C)CCN(Cc3ccc4c(c3)OCCO4)C2)cc1 (centres undefined)	-0.3	4.4	-1.6	0	0.5	-3	-0.7	·	3	1	-1.2
Fc1ccc(CN(Cc2ccccc2)C(c2cccs2)c2nnnn2C2CCCCC2)cc1 (centres undefined)	-0.4	1.2	-1.1	-2	-0.5	2	0.5	-0.4	-1	-13	-1.8
Cc1cc(Br)ccc1NC(=O)CNC(=O)CSc1n[nH]c(N)n1	-0.3	1.9	-1.1	-4	-0.9	4	3.0	1.0	3	0	-2.3
CCn1cnc2sc(C(=O)N3CCN(Cc4ccc5c(c4)OCO5)CC3)c(C)c2c1=O	-0.7	-1.6	-1.4	-2	0.8	-1	·	·	5	-2	-1.2
Cc1sc2nc(COC(=O)CNC(=O)c3ccc(F)cc3Cl)[nH]c(=O)c2c1C	-0.6	0.0	-0.9	-5	-0.9	5	·	·	3	2	·
CC(/C=N\NC(=O)c1ccc(C)nc1)=C\c1ccccc1	-0.6	2.4	-0.9	-2	-0.1	-4	2.5	0.5	-3	5	-3.1
c1csc(C2=Nn3c(nnc3-c3ccncc3)SC2)c1	-0.8	3.2	-1.7	-1	-2.5	-5	-11	-0.9	-5	10	-0.6
O=C(NN=C1c2ccccc2-c2ccccc21)c1ccccc1	1.0	7.3	-1.6	3	1.5	-2	4.7	1.6	1	-2	-3.3
O=C(CNC(=S)NC(=O)c1ccc(Cl)cc1)c1ccccc1	-0.3	2.2	-1.1	2	-4.0	4	0.9	1.1	8	1	2.0
Cc1ccc2[nH]c3c(=O)n(CC(=O)NCCCN4CCN(c5ccc(F)cc5)CC4)ncc3c2c1	2.6	1.6	-1.1	4	-2.7	-3	1.2	0.5	-9	0	-1.6
CCc1ccc(CN2CCCC(CNC(=O)c3cc(OC)cc(OC)c3)C2)cc1 (centres undefined)	-0.2	-0.4	-1.2	0	-1.0	-4	-0.7	-1.7	-4	-38	1.2
Cc1csc(=Nc2ccccc2)n1C	0.0	-2.2	-1.4	1	0.2	0	2.6	-0.1	-4	-3	-1.4
CCc1cccc2c(C(=O)CN3C(=O)C(=O)N(C4CCCC4)C3=O)c[nH]c12	-0.9	-2.4	-1.5	-1	-0.8	1	-0.9	-0.4	-9	0	-2.2
Cc1cccc(C)c1OCC(=O)Nc1ccccc1N1CCCCC1	0.2	0.7	-1.5	-1	-1.0	0	2.6	0.7	-6	4	-1.6
C=CCOc1ccc(/C=N/NC(=O)CC(=O)NC2CCCCC2)cc1	-0.2	-4.2	-1.3	2	-0.3	0	-0.7	-0.1	15	0	-1.0
CCCc1n(CC(O)COC2CCCCC2)c2ccccc2[n+]1C (centres undefined)	0.1	-0.5	-0.3	-2	-2.4	-7	-0.2	1.1	-6	-1	0.4
Cc1ccc(Cc2c(-c3ccco3)nc3ccc(C)cn23)cc1	0.5	2.0	0.3	2	1.9	-6	·	·	-32	10	1.1
CC(C)(C)C(=O)N1CCC(O)(CS(=O)(=O)Cc2ccccc2)CC1	-0.4	-2.2	-2.2	-3	-1.0	-4	3.4	1.1	-2	3	-0.8
CCCCSc1nnc(-c2cc3c(C(F)(F)F)nn(C)c3s2)n1C	-0.4	-2.6	-0.8	-1	-1.8	7	2.5	0.2	1	1	1.1
CCC(C)Sc1nnc(NC(=O)C2CCN(C(=O)c3ccco3)CC2)s1 (centres undefined)	0.3	0.2	-1.1	-3	0.4	-3	2.2	0.2	1	-1	-1.6
COc1ccc(OC)c(S(=O)(=O)Nc2cc3c4c(c2)C(C)C(=O)N4CCC3)c1 (centres undefined)	-0.9	2.8	-0.5	1	-0.7	-1	1.4	-0.3	-5	0	0.8
CCOC(=O)c1ccc(-c2ccc(N3C(c4cccc(OC)c4)=Cc4ccc(F)cc4C3CC(C)=O)cc2)cc1F (centres undefined)	1.9	-14	-2.6	-11	-4.5	-31	·	·	-67	4	-12
Cc1ccc2nc(Cl)c(C3CC(c4cccs4)=NN3C(=O)CCC(=O)O)cc2c1 (centres undefined)	0.6	5.5	-1.6	0	0.4	-7	1.8	0.3	-20	0	-2.8
CCc1ccc(-c2nc(CS(=O)CC(=O)NC3CC3)c(C)o2)cc1 (centres undefined)	-0.2	1.2	-0.8	4	1.0	0	1.1	1.1	-8	4	-3.5
CNC(=O)C1C2C=CC3(O2)C1C(=O)N(CCOC)C3C(=O)NCc1ccc(OC)cc1 (centres undefined)	-0.4	3.0	-1.4	-3	-0.1	-5	0.8	1.5	-9	3	0.3
O=c1c(OC2OC(CO)C(O)C(O)C2OC2OC(CO)C(O)C(O)C2O)c(-c2ccc(O)cc2)oc2cc(O)cc(O)c12 (centres undefined)	-0.3	-2.3	-1.5	1	-0.1	-1	1.4	4.6*	-3	5	-1.2
CCOC(=O)c1[nH]c2ccccc2c1NC(=O)C1CCCCC1	0.4	2.2	-0.2	0	0.0	-3	0.8	-0.5	-1	11	0.4
CCCN(c1ccc(OCC)cc1)S(=O)(=O)c1ccc2c(c1)CCN2C(=O)CCC(=O)O	-0.6	1.2	-1.0	-3	-2.1	-3	-1.1	2.6	-1	0	-2.4
Cc1ccc(CC(=O)Nc2cccc(S(=O)(=O)N3CCOCC3)c2)cc1	-0.7	-2.6	-1.0	-2	-1.9	-4	1.2	0.1	-6	0	1.4
CCC(=O)c1ccc(OCC(=O)OCC(=O)N(C)CC(=O)Nc2ccc(F)cc2)cc1	1.3	0.1	-0.9	2	0.3	-2	0.7	1.7	3	0	1.0
O=C(NCCc1ccc(Cl)cc1)c1cnccn1	1.4	-0.4	-1.7	-2	0.3	-2	1.0	0.7	6	-2	-0.6
NS(=O)(=O)c1ccc(CNS(=O)(=O)c2cc(C(=O)O)ccc2Cl)cc1	0.5	-0.3	-1.7	-4	-0.3	-6	2.0	-0.5	-5	-1	-0.7
O=C(NCC1CCCO1)C1CCN(C(=O)c2ccc(Cl)cc2)CC1 (centres undefined)	0.5	0.1	-1.1	-2	-0.9	-1	-1.1	-0.9	4	2	-0.4
C[C@H]1NS(=O)(=O)c2cccc(Cl)c2O[C@@H]1c1ccccc1	-0.9	0.9	-1.2	-2	1.7	0	·	·	1	4	1.3
CC(C)(C)n1cnc(C(N)=O)c1N	0.5	-0.4	-1.1	2	0.0	-4	-0.4	0.0	3	5	-4.2
CCCCOC(=O)c1ccc(NC(=S)NC(=O)c2c(Cl)cnn2C)cc1	-0.1	3.7	-1.4	-3	-0.8	1	-2.3	-0.3	10	-5	-2.1
COc1cccc(N2CCN(C(=O)c3ccc(CSc4nc5ccncc5[nH]4)cc3)CC2)c1	-2.8	-4.7	-1.4	-1	-3.8	1	-1.0	-2.9	0	0	-0.6
CN=C(C)c1c(O)c2ccccc2oc1=O	-0.6	-1.3	-0.9	-1	-0.9	-5	0.1	-0.6	13	3	1.1
COc1ccc(Cn2ccc3ccc(-c4ccc5ccn(Cc6ccc(OC)cc6)c5c4)cc32)cc1	-1.1	1.3	-0.1	-2	0.0	-16	·	·	-42	3	·

Part of the list above in order of heavy-atom count, descending:
SMILES	DAX1 inh-1	hgDAF-12 ag	ssDAF12 agonist	SMARCA2 act	hcDAF-12 act	ADAM17 inh	GAA850 FXN act	DAX1 inh-2	ADAM10 inh	GC-A act	PG9 Ab binder
CCCN(c1ccc(OCC)cc1)S(=O)(=O)c1ccc2c(c1)CCN2C(=O)CCC(=O)O	-0.6	1.2	-1.0	-3	-2.1	-3	-1.1	2.6	-1	0	-2.4
O=C(NCC1CCCO1)C1CCN(C(=O)c2ccc(Cl)cc2)CC1 (centres undefined)	0.5	0.1	-1.1	-2	-0.9	-1	-1.1	-0.9	4	2	-0.4
CCOC(=O)c1[nH]c2ccccc2c1NC(=O)C1CCCCC1	0.4	2.2	-0.2	0	0.0	-3	0.8	-0.5	-1	11	0.4

Continued:
SMILES	DAX1 inh-1	hgDAF-12 ag	ssDAF12 agonist	SMARCA2 act	hcDAF-12 act	ADAM17 inh	GAA850 FXN act	DAX1 inh-2	ADAM10 inh	GC-A act	PG9 Ab binder
CC(=O)NC(c1ccccc1)c1nc(-c2cccc(C#N)c2)cs1 (centres undefined)	-0.5	3.5	-1.6	0	0.7	-2	-0.3	·	-6	-6	1.0
c1ccc(Cn2ccc3ccc(-c4ccc5ccn(Cc6cccc(Oc7ccccc7)c6)c5c4)cc32)cc1	0.1	-0.3	-1.2	-4	-0.2	-16	·	·	-26	0	·
COc1cc2oc(=O)ccc2cc1[C@H](O)[C@@H](O)C(C)(C)O	0.5	2.3	-1.3	1	-0.8	-147	0.8	0.3	i	1	1.0
CC(C)(CNC(=O)c1ccc(Br)o1)N1CCOCC1	-0.5	-1.2	-0.5	2	-1.1	-2	0.2	0.1	1	2	-0.7
Cc1cc(-c2n[nH]c(=S)n2/N=C/c2ccc(C)s2)n[nH]1	-0.7	-2.6	-0.9	-3	-1.5	-1	1.4	0.1	5	-5	1.9
CC1CCN(C(=O)c2ccc(NC(=O)c3ccccc3)cc2)CC1	0.3	0.8	-1.0	-2	3.6	-2	-0.5	0.6	-7	5	-3.1
NC(=O)C1CCN(CC(=O)Nc2ccccc2C(=O)NC2CC2)CC1	-1.2	3.7	-1.3	3	-2.0	-1	0.9	1.0	-2	1	-2.3
CC(NC(=O)c1ccccc1)C(=O)NC1=NCCS1 (centres undefined)	0.2	0.2	-1.9	-4	-1.4	1	-0.3	-1.4	-8	4	-0.1
O=C(OCCNC(=O)c1ccc2ccccc2n1)c1ccc(F)cc1	-0.5	3.6	-1.5	-2	-0.8	2	4.0	2.4	8	2	-4.2
CC(=O)Oc1ccc(-c2cccc(C(=O)N(C)c3ccc(O)cc3)c2)cc1	-0.5	6.4	-1.5	-5	-1.3	-2	2.9	-1.1	-5	-6	-2.4
O=C(CCCSc1nnnn1-c1cccc2ccccc12)c1ccc(F)cc1	-1.5	-3.2	-1.9	-4	-2.8	5	0.7	0.8	12	-3	-0.4
O=C(CN1CCC(C(=O)c2ccc(F)cc2)CC1)Nc1ccc(F)cc1	-1.7	-1.1	-1.2	2	-2.8	-2	0.0	-3.1	-2	4	0.7

Assay outcomes from PubChem BioAssay.
